m-calpain inh = inhibitors of pig calpain II; purified calpain II, fluorogenic peptide substrate, 30 min; inhibition, % at 16 µM; actives 0.37% (n = 220,000); AID 1236;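 active means inhibition above about 50%, limit read from the data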
NCF1 inh = blocks human p47phox regulatory protein of NADPH oxidases; inhibition, % at 24.7 µM; P14598; actives 0.53% (n = 220,000); AID 1274; p47phox/p22phox peptide binding, fluorescence polarization, 2 h;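 active means inhibition above about 30%, limit read from the data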;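 further: 0% = p47phox with labelled peptide and 100% = labelled peptide alone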
Runt-SMMHC FRET = Runt domain-CBFb-SMMHC interaction inhibition | Cerulean-Runt/Venus-CBFb-SMMHC FRET ratio 530/480, 1 h | actives 0.74% (n = 220,000) | inhibition, % at 20 µM | AID 1434;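 active means mean inhibition across duplicate retests at 20 µM reaching about 50%, limit read from the data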;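 further: 0% = DMSO wells and 100% = wells with excess untagged CBFb-SMMHC; inhibitors lower the FRET ratio by blocking Runt binding to CBFb-SMMHC; some results filed as inactive read as strong as hits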
Runt-CBFb FRET = blocks binding of human RUNX1 Runt domain to CBFb. Q01196+Q13951. Cerulean-Runt/Venus-CBFb FRET ratio 530/480, 1 h. inhibition, % at 20 µM. actives 0.46% (n = 220,000);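 active means inhibition over about 50% at 20 µM in the single-dose screen, limit read from the data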;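 further: 0% = DMSO wells and 100% = excess unlabeled CBFb competitor control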
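System: Cerulean-labeled Runt domain protein | Quantity: 100 nM of each labeled protein | Schedule: 1 h compound exposure, room temperature | Detection: Fluorescence energy transfer, 422 nm excitation, 530/480 nm emission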
RBBP9 inh = inhibitors of human serine hydrolase RBBP9. recombinant RBBP9, FP-Rh probe fluorescence polarization. inhibition, % at 7.94 µM. actives 0.2% (n = 220,000). AID 1515;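 active means inhibition above the campaign mean of all tested compounds plus 3 SD, cut at about 14% in these data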;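 further: plate controls were DMSO wells with RBBP9 for no effect and wells lacking RBBP9 protein for full effect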
Target sequence (O75884 whole entry, looked up): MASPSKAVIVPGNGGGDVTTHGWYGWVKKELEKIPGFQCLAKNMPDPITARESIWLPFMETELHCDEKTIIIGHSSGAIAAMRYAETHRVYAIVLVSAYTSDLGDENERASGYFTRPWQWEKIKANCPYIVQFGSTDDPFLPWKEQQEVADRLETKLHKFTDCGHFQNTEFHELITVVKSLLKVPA
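Measured by: FP readout at 525/598 nm; material: recombinant human RBBP9; also added: Serine-hydrolase probe FP-Rh, 375 nM pre-mixing; medium: Tris buffer pH 8.0, NaCl, Pluronic; replication: one well per compound; doses: one concentration, 7.94 µM nominal, 0.794% DMSO; timing: preincubation 30 min plus labeling 45 min at 25 °C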
EBV gp42 inh = blocks Epstein-Barr virus glycoprotein 42 binding; inhibition, % (tested at 21.74 µM); actives 0.42% (n = 220,000); Fluorescence polarization binding assay, mP read-out; Q1HVG2; AID 1085; in the data active means inhibition above about 50%
Target sequence (Q1HVG2 whole entry, looked up): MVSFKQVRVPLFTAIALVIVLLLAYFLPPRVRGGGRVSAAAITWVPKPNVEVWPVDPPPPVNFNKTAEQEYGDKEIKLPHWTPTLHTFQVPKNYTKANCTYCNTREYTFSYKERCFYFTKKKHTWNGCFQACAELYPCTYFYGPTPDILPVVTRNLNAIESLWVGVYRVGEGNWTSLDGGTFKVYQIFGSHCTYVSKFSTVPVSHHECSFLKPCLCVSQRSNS
p97 ATPase inh = human p97 ATPase inhibition; P55072; recombinant p97 ATPase, Kinase-Glo ATP luminescence, 3 h; inhibition, % at 8 µM; actives 0.42% (n = 220,000); AID 1481; in the data active means inhibition above about 15%;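 further: 0% = DMSO vehicle and 100% = wells lacking enzyme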
Furin inh = blocks human furin protease activity; P09958; purified furin, fluorogenic substrate cleavage; inhibition, % at 30 µM; actives 0.061% (n = 220,000); in the data active means inhibition above about 25%; further: inactives centre near -15
Target sequence (P09958 108-714 limits assumed): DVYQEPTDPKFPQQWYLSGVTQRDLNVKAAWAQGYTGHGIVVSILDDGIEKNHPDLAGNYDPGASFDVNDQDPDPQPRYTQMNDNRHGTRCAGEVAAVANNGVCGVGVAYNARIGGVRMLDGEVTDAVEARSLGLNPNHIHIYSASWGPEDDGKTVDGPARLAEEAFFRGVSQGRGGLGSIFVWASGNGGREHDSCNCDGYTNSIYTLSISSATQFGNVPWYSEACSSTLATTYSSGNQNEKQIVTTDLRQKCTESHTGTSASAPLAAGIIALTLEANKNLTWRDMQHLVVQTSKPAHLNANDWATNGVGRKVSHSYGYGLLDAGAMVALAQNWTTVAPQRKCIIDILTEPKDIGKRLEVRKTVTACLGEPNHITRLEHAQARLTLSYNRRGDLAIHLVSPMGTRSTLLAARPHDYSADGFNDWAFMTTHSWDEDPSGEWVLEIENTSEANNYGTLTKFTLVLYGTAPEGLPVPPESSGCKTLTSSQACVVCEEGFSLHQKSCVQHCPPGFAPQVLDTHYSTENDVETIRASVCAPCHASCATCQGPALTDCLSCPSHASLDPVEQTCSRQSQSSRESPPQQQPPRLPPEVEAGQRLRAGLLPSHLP
TbHK1 inh = blocks Trypanosoma brucei hexokinase 1 activity; actives 0.11% (n = 220,000); recombinant TbHK1, G6PDH-coupled NADH A340; inhibition, % at 10 µM; AID 1430;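 active means inhibition of 50% or more in the single-dose primary screen; inactive means inhibition below 50%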
Active calls of the source: *; . = no result given; & = joins results of further samples; [ ] = another dose, or the depositor's remark. Hits appear at their usual frequency. About 2.7% of those tested had a hit in this group.

| No. | Structure | NCF1 inh | p97 ATPase inh | Runt-CBFb FRET | TbHK1 inh | Runt-SMMHC FRET | RBBP9 inh | Furin inh | m-calpain inh | EBV gp42 inh |
| --- | --- | --- | --- | --- | --- | --- | --- | --- | --- | --- |
| 1 | Cc1[nH]n(-c2ncc(-c3ccccc3)s2)c(=O)c1C(c1ccc(Br)cc1)C(C#N)C#N (stereo not drawn) | -29 | 6 | -4 | 23 | -9 | -4 | -33 | -73 | 13 |
| 2 | O=C1CCC(C(=O)Nc2cccc(Oc3ccccc3)c2)=NN1 | -4 | -2 | 0 | -2 | 4 | -14 | -17 | -5 | -8 |
| 3 | COc1ccc(C)cc1S(=O)(=O)N(C)CC(=O)N1CCN(c2ccccc2)CC1 | -8 | -2 | -1 | 5 | -2 | -6 | -4 | 31 | -8 |
| 4 | Cc1ccc(C)c(-n2c(-c3csc(C)c3C)n[nH]c2=S)c1 | -3 | -4 | 11 | 0 | 13 | -9 | -7 | 1 | -14 |
| 5 | Cc1nc2c(C(=O)N3CCN(C)CC3)cnn2c(C)c1Cc1ccc(Cl)cc1 | -6 | 1 | 2 | -11 | 0 | -3 | -12[20 µM] | -159 | 3 |
| 6 | O=C(CCS(=O)(=O)c1cc(Br)cc2c1N(C(=O)C1CC1)CC2)N1CCN(c2ccccn2)CC1 | -4 | 1 | -1 | -3 | -5 | -2 | -13 | 1 | -6 |
| 7 | CCCOc1ccc(CSc2nc3ccccc3[nH]2)cc1 | -8 | -2 | -1 | 0 | -1 | -4 | -4[20 µM] | 27 | -13 |
| 8 | COc1ccc(-c2c[n+](CC(=O)c3ccccc3)c3n2CCCCC3)cc1 | -15 | 7 | 0 | 8 | -1 | 7 | -23 | -13 | -10 |
| 9 | O=C(Nc1cc(C(F)(F)F)ccc1N1CCOCC1)c1cccs1 | -24 | -7 | 1 | 1 | -2 | -2 | -4[20 µM] | -8 | -15 |
| 10 | Cc1ccc2oc(=O)n(CC(=O)N3CCOCC3)c2c1 | -15 | 9 | 0 | -10 | -2 | -10 | -18 | -21 | -13 |
| 11 | CCOc1ccc(/C(O)=C2/C(=O)C(=O)N(c3ncccn3)C2c2ccc(C)cc2)cc1 (stereo not drawn) | -14 | 3 | -1 | -23 | -8 | -6 | 8 | -8 | -18 |
| 12 | COC(=O)c1ccc(NC(=S)NCC2CC2)cc1 | 5 | 7 | . | 2 | . | -8 | -28 | 20 | 9 |
| 13 | CC(C)c1ccc2[nH]c(O)c(N=NC(=O)c3cccc(S(=O)(=O)Nc4ccccc4Cl)c3)c2c1 | -6 | 6 | 0 | -12 | -15 | -7 | -9 | -31 | 4 |
| 14 | O=C(O)c1ccc(CSc2nc3ccc(NC(=O)c4ccccc4C(=O)O)cc3s2)cc1 | -9 | 14 | 0 | 1 | 0 | -11 | -23 | -55 | -4 |
| 15 | CC(C)C(OC(=O)c1nsc(Cl)c1Cl)C(=O)NC(C)(C)C (stereo not drawn) | 0 | 2 | 0 | 1 | 0 | -9 | -18 | -5 | -12 |

Reformatted as labelled records: 4 of the compounds above
5	Cc1nc2c(C(=O)N3CCN(C)CC3)cnn2c(C)c1Cc1ccc(Cl)cc1
  NCF1 inh = -6; p97 ATPase inh = 1; Runt-CBFb FRET = 2; TbHK1 inh = -11; Runt-SMMHC FRET = 0; RBBP9 inh = -3; Furin inh = -12[20 µM]; m-calpain inh = -159; EBV gp42 inh = 3
6	O=C(CCS(=O)(=O)c1cc(Br)cc2c1N(C(=O)C1CC1)CC2)N1CCN(c2ccccn2)CC1
  NCF1 inh = -4; p97 ATPase inh = 1; Runt-CBFb FRET = -1; TbHK1 inh = -3; Runt-SMMHC FRET = -5; RBBP9 inh = -2; Furin inh = -13; m-calpain inh = 1; EBV gp42 inh = -6
7	CCCOc1ccc(CSc2nc3ccccc3[nH]2)cc1
  NCF1 inh = -8; p97 ATPase inh = -2; Runt-CBFb FRET = -1; TbHK1 inh = 0; Runt-SMMHC FRET = -1; RBBP9 inh = -4; Furin inh = -4[20 µM]; m-calpain inh = 27; EBV gp42 inh = -13
8	COc1ccc(-c2c[n+](CC(=O)c3ccccc3)c3n2CCCCC3)cc1
  NCF1 inh = -15; p97 ATPase inh = 7; Runt-CBFb FRET = 0; TbHK1 inh = 8; Runt-SMMHC FRET = -1; RBBP9 inh = 7; Furin inh = -23; m-calpain inh = -13; EBV gp42 inh = -10

Other structures.
| No. | Structure | NCF1 inh | p97 ATPase inh | Runt-CBFb FRET | TbHK1 inh | Runt-SMMHC FRET | RBBP9 inh | Furin inh | m-calpain inh | EBV gp42 inh |
| --- | --- | --- | --- | --- | --- | --- | --- | --- | --- | --- |
| 16 | O=C(Cc1n[nH]c(=O)c2ccccc12)OCC(=O)c1ccc2c(c1)OCCO2 | -6 | 6 | -2 | 2 | 0 | 1 | -23 | 12 | 8 |
| 17 | Cc1ccc(C(=O)N/C(=C/c2ccco2)C(=O)NC2CCS(=O)(=O)C2)cc1 (stereo not drawn) | -1 | 3 | 0 | -15 | 2 | 5 | -15 | -33 | 2 |
| 18 | CCN(C(=N)N=C(N)N)c1ccccc1 | -2 | 6 | -1 | 2 | -3 | -2 | -20 | -34 | -2 |
| 19 | O=C1Nc2ccccc2C1(O)Cc1ccncc1 (stereo not drawn) | -3 | -1 | 3 | -6 | -3 | -1 | -27[20 µM] | -1 | -17 |
| 20 | CCOC(=O)c1nnn(-c2nonc2N)c1-c1ccccc1Cl | 6 | 2 | 8 | 0 | 1 | -5 | -20 | 27 | -1 |
| 21 | CCOc1ccc(NC(=O)CSc2nc3nc4c(cc3c(=O)n2CC)COC(C)(C)C4)cc1 | -8 | 0 | -4 | -10 | 0 | -1 | -23 | -25 | -8 |
| 22 | Cc1n[nH]c(=O)n1-c1ccc(OC(F)(F)F)cc1 | -5 | 7 | 0 | 1 | -4 | 1 | -30 | -3 | -10 |
| 23 | Cc1ccc(-c2nnn(CCC(=O)Nc3ccc4c(c3)OCO4)n2)cc1 | -13 | 3 | -2 | -1 | 0 | -3 | -19 | -18 | -4 |
| 24 | Cc1ccccc1N(CC(=O)N/N=C/c1ccc(F)cc1)C(=O)c1ccccc1 | -12 | -2 | -1 | -6 | -2 | -6 | -2[20 µM] | -17 | 1 |
| 25 | O=C(/C=C/NNC(=O)c1cccc(Br)c1)c1ccccc1 | -13 | -5 | 1 | -7 | -1 | -14 | 0[20 µM] | -221 | -14 |
| 26 | Cc1ccc2c(c1)/C(=C/c1ccco1)C(=O)N2 | -12 | -3 | 9 | -16 | -1 | 1 | -11 | -16 | 0 |
| 27 | Cc1ccc(CNc2nc(N)c([N+](=O)[O-])c(NCCO)n2)cc1 | -1 | 5 | 2 | -126 | -1 | -8 | -2 | 9 | -7 |
| 28 | CN1CCc2nc(SCc3ccc(Cl)cc3)c(C#N)c(-c3cccs3)c2C1 | . | 5 | . | -10 | . | 4 | -11[20 µM] | . | . |
| 29 | O=C(CCn1cccc1)Nc1ccc(F)cc1 | -1 | 2 | 3 | -2 | -2 | -8 | -10[20 µM] | -1 | -5 |
| 30 | COc1ccc(-c2nn(-c3ccccc3)cc2C(=O)n2nnc3ccccc32)cc1 | -5 | 0 | 2 | -20 | -4 | -12 | -6[20 µM] | 15 | -2 |
| 31 | O=C1CN(C(=O)CSc2nnc3ccccn23)c2ccccc2N1 | -12 | 5 | 1 | -4 | -3 | -3 | -20 | 5 | -20 |
| 32 | CC(C)(C)C(=O)NC(=S)Nc1ccc(F)cc1 | -9 | 2 | 2 | -1 | 6 | 2 | -28 | 5 | -16 |
| 33 | O=C(NC(C(=O)N/N=C/c1ccncc1)c1n[nH]c(=O)c2ccccc12)c1ccccc1 (stereo not drawn) | 1 | 6 | 0 | -4 | 1 | 0 | -20 | 3 | -19 |
| 34 | Cc1ccc(OCC(=O)N/N=C\c2ccco2)c(C)c1 | 4 | 6 | . | 3 | 0 | 1 | -12[20 µM] | 18 | -8 |
| 35 | O=S(=O)(c1ccccc1Cl)N1CCCC1c1nc(-c2cccc(Cl)c2)no1 (stereo not drawn) | -16 | 0 | -2 | 7 | -1 | -1 | -12[20 µM] | -12 | -3 |
| 36 | O=C(O)C1CSC2c3ccccc3C(=O)N12 (stereo not drawn) | -27 | -1 | -1 | 2 | -6 | -5 | -22[20 µM] | 26 | -6 |
| 37 | Cc1cccc(Nc2nc(NCCCN3CCOCC3)nc(N)c2[N+](=O)[O-])c1 | -11 | -1 | -4 | -37 | -4 | -8 | 21 | -3 | -10 |
| 38 | Cc1cccc(C)c1NC(=O)C1(N(C(=O)c2ccccn2)c2ccc(O)cc2)CCCCC1 | -5 | -4 | 0 | 8 | 0 | -5 | 1 | 8 | -4 |
| 39 | CC(=O)N/C(=C\c1ccccc1)C(=O)NC(C)C(=O)O (stereo not drawn) | 5 | 4 | -1 | -8 | 2 | -1 | -8 | 8 | -4 |
| 40 | CCS(=O)(=O)Nc1ccc(C(=O)OC)cc1 | 4 | 2 | -1 | 4 | -4 | -10 | -20[20 µM] | 5 | -12 |
| 41 | CC(=O)C1=C(O)C(=O)N(CCC(=O)O)C1c1ccccc1[N+](=O)[O-] (stereo not drawn) | 1 | 1 | 17 | -6 | 2 | -6 | -14 | -44 | 10 |
| 42 | CCCc1[nH]nc2c1C(CCC)C(C#N)=C(N)O2 (stereo not drawn) | -3 | -2 | 0 | 0 | 3 | -3 | -14 | 6 | 1 |
| 43 | C/C=C(/C)C(=O)Nc1cccc(C2=NOC3(C2)C[C@@H](C(N)=O)N(C(=O)CC(c2ccccc2)c2ccccc2)C3)c1 (stereo partly drawn) | -22 | . | -2 | -11 | 1 | . | -21 | -68 | -15 |
| 44 | COC(C[C@@H]1O[C@@H]1[C@@H](O)COCc1ccccc1)OC | -2 | . | 2 | -4 | 0 | . | -21 | -12 | 4 |
| 45 | C=CCNC(=O)c1ccccc1NC(=O)c1ccccc1C | 2 | 2 | -1 | 2 | 3 | -3 | -19[20 µM] | -14 | 1 |
| 46 | Cc1cccc(NC(=O)CSc2ncnc3nc[nH]c23)c1 | -14 | -3 | -3 | 6 | 1 | -7 | -16[20 µM] | -11 | -15 |
| 47 | CC1C/C(=N/N=C2/NC(=O)CS2)CC(C)(C)C1 (stereo not drawn) | -6 | -4 | 3 | 2 | -2 | -10 | -16 | 3 | -14 |
| 48 | CCOc1c(C)cc(-c2ncccc2O)cc1C | -5&3 | 1&-2 | -2&2 | 22&-18 | -1&0 | 5&-6 | -7 | -138 | -2&-16 |
| 49 | CN(C)C(CNC(=S)Nc1ccc(F)cc1)c1cccnc1 (stereo not drawn) | 2 | -1 | 1 | -1 | -2 | -4 | -18 | 24 | -5 |
| 50 | Cc1csc(SCC(=O)Nc2ccc(S(=O)(=O)N3CCCC3)cc2)n1 | -15 | 2 | -1 | 0 | 0 | -9 | -11 | -9 | -8 |
| 51 | CCOC(=O)Cc1csc(NC(=O)c2ccc(S(=O)(=O)N3CCCCC3)cc2)n1 | -5 | -4 | -3 | 6 | -2 | 4 | -9 | 30 | -2 |
| 52 | CCC(C(=O)NC1CCCCC1)N(CC1CCCO1)C(=O)CNS(=O)(=O)c1ccc(OC)cc1 (stereo not drawn) | -2 | -7 | -2 | 1 | 3 | -5 | -8 | 0 | -19 |
| 53 | CCNC(=S)N=Nc1c(O)[nH]c2ccc(C(C)C)cc12 | -6 | -3 | -1 | -6 | -1 | -4 | -17 | 8 | 5 |
| 54 | Cc1ccc(S(=O)(=O)NC(=O)Nc2c(C)n(C)n(-c3ccccc3)c2=O)cc1 | -4 | -2 | -1 | 9 | 0 | -11 | -6 | -12 | -21 |
| 55 | O=C(C(=S)N1CCOCC1)c1c[nH]c2ccccc12 | 3 | -1 | 36 | -10 | 10 | -5 | -22 | 19 | -12 |
